TDP2 inh: human TDP2 enzyme inhibitors, primary screen, biochemical, epi absorbance, recombinant enzyme. T5PNP hydrolysis, p-nitrophenol absorbance 415 nm. inhibition, % at 12.8 µM. 370,000 tested, 0.34% active. AID 720702, 2013;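 active = inhibition above the mean of all tested compounds plus 3 SD, set per campaign, cut at about 25% in these data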;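 also: 0% = DMSO with enzyme and 100% = buffer with substrate but no TDP2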
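System – recombinant human TDP2 · Quantity – TDP2 enzyme at 120 nM final · Doses – single concentration, 12.8 µM nominal, with 1% DMSO · Incubation – 2 h at 37 °C · Measured by – epi absorbance of p-nitrophenol freed from T5PNP by hydrolysis · Read-out – % inhibition relative to enzyme-containing and enzyme-free wells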
MBD2 DNA inh: inhibitors of MBD2 binding to methylated DNA, primary screen, biochemical, TR-FRET, DNA-binding domain, human. MBD2 binding to methylated oligonucleotide. inhibition, % at 4.4 µM. 370,000 tested, 0.31% active. AID 686964, 2013; in the data active = inhibition above about 13%
DDE Tn7 FP inh: inhibitors of Tn7 peptide binding to fibrin DD(E), primary screen, biochemical, fluorescence polarization, human fibrin, Tn7 probe. inhibition, % at 8.3 µM. AID 720508, 2013. FP displacement of FITC-Tn7 peptide from fibrin DD(E); 0% = median of compound wells per plate. Fibrinogen beta chain (Homo sapiens), P02675. 370,000 tested, 0.13% active;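 active = inhibition above the mean of compounds falling within the control limits plus 3 SD of them, cut at about 14% in these data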;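 also: 0% = plate median of compound wells and 100% = 10 µM Aha-Tn7 peptide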
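system = human fibrin DD(E) protein | quantity = DD(E) 2 µM final | medium = Tris/NaCl/CaCl2 buffer, pH 7.8 | also added = labelled Tn7 tracer, 0.1 µM | compound dosing = single point at 8.3 µM | timing = compound with protein 10 min, then 3 h after probe, room temperature | signal = FP measurement | benchmarks = Aha-Tn7 high control | repeats = one replicate per compound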
TCR CD3 inh: inhibitors of human TCR-CD3 interaction, primary screen, biochemical, fluorescence, TAMRA-labeled TCR probe; inhibition, % at 9.4 µM; 360,000 tested, 0.37% active; AID 651800, 2012; in the data active = inhibition above about 19%;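 also: recombinant mutant TCR 2C K166C tagged with TAMRA read by polarization; 0% = receptor in buffer alone and 100% = receptor with positive control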
DDE Tn6 FP inh: inhibitors of Tn6 peptide binding to fibrin DD(E), primary screen, biochemical, fluorescence polarization, human fibrin, Tn6 probe; Fibrinogen beta chain (Homo sapiens), P02675; Fibrin DD(E) TRITC-Tn6 fluorescence polarization displacement; inhibition, % at 8.3 µM; 370,000 tested, 0.21% active;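 active = inhibition above a per-campaign cutoff: mean of compounds within control limits plus 3 SD, cut at about 15% in these data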;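 also: 0% = median of all compound wells on the plate and 100% = blocking peptide control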
KLK7 zymogen act: proKLK7 zymogen activators, primary screen, biochemical, fluorescence intensity; Kallikrein-7 (Homo sapiens), P49862; purified proKLK7, EDANS-DABCYL substrate fluorescence; 100% is mature enzyme control, 0% vehicle; activation, % at 7 µM; 370,000 tested, 0.9% active;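 active = activation above the mean of all tested compounds plus 3 SD, computed per campaign excluding outliers beyond control limits, cut at about 13% in these data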
Target sequence (P49862 whole entry, looked up): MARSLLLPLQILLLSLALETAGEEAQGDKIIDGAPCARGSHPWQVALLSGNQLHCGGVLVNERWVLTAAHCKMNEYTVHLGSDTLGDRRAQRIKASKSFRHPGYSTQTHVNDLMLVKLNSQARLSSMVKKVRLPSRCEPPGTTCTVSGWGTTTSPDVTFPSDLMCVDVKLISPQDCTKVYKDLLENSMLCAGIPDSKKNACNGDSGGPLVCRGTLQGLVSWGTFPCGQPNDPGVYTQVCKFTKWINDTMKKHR
SIAE inh: human SIAE inhibitors, primary screen, biochemical, fluorescence polarization, FP-Rh probe, 1536-well HTS; SIAE FP-Rh probe binding; 370,000 tested, 0.69% active; inhibition, % at 9.66 µM; Sialate O-acetylesterase (Homo sapiens), Q9HAT2;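 active = inhibition above a cutoff: mean of compounds within the control limits plus 3 SD of those, cut at about 17% in these data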;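 also: 0% = plate median of compound wells and 100% = probe without SIAE protein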
UHRF1 binding: UHRF1 methylated DNA binding inhibitors, primary screen, counter-screen for MBD2 inhibitor project, biochemical, TR-FRET, human UHRF1, single concentration. E3 ubiquitin-protein ligase UHRF1 (Homo sapiens), Q96T88. UHRF1 binding to methylated oligo. inhibition, % at 4.4 µM. 370,000 tested, 0.75% active. AID 687016, 2013; in the data active = inhibition above about 21%;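 also: UHRF1 SRA domain binding a hemimethylated CpG hairpin DNA probe; 0% = median of test compound wells and 100% = reference inhibitor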
Target sequence (Q96T88 whole entry, looked up, the tested form may be a part): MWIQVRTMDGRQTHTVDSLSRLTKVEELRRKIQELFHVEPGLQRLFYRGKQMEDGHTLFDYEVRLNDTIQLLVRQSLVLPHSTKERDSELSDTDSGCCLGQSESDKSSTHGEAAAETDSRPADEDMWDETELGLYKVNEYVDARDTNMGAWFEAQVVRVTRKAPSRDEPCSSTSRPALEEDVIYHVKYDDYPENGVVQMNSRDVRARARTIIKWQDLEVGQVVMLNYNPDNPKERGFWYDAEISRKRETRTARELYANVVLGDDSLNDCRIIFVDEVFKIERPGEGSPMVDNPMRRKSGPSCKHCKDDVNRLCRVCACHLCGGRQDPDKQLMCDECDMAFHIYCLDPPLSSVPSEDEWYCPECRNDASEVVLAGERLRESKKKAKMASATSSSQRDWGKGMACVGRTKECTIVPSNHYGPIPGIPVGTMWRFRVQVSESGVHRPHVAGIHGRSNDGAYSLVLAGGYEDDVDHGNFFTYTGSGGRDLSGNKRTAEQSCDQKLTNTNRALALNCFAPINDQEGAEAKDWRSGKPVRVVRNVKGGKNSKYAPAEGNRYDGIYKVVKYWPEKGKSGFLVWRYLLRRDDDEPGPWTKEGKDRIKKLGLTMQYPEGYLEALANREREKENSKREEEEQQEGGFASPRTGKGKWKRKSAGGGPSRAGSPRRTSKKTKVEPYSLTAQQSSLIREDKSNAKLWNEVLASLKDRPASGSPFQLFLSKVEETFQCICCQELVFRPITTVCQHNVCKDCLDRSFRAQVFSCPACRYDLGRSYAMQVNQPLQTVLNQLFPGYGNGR
LEDGF integ inh: blockers of LEDGF/p75-dependent integrase strand transfer – biochemical, TR-FRET, high throughput, primary screen; HIV-1 integrase (with human LEDGF/p75); TR-FRET IN-LEDGF/p75 DNA integration, Eu/Cy5; inhibition, % at 3.7 µM; 370,000 tested, 0.64% active; AID 743269, 2014;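 active = inhibition above the screen-wide mean plus 3 SD, cut at about 13% in these data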;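 also: signal is the Cy5 over europium emission ratio at 671 and 618 nm; 0% = plate median of compound wells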
PRMT1 inh: PRMT1 methyltransferase inhibitors, primary screen, biochemical, fluorescence polarization; Protein arginine N-methyltransferase 1 (Homo sapiens), Q99873; recombinant PRMT1, activity-based probe fluorescence polarization; inhibition, % at 2.79 µM; 370,000 tested, 1.3% active; AID 652257, 2013;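 active = inhibition above about 21% made by adding two undisclosed values, limit read from the data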
Numbers without * were called inactive; . = no result given.

SMILES	TDP2 inh	MBD2 DNA inh	DDE Tn7 FP inh	TCR CD3 inh	DDE Tn6 FP inh	KLK7 zymogen act	SIAE inh	UHRF1 binding	LEDGF integ inh	PRMT1 inh
CC1CCC2(CC1)NC(=O)N(CC(=O)N1CCN(C(=O)c3cccs3)CC1)C2=O (centres undefined)	2	0	-3	-1	2	0.1	-5	0	1	2
O=C(CSc1nc(=O)n(CCCN2CCOCC2)c2c1CCCC2)Nc1ccccc1Cl	2	1	4	2	5	0.7	-1	-1	1	-2
C=CCc1cccc(/C=N/NC(=O)CNc2ccccc2)c1O	-3	1	-4	2	6	-19	6	-1	-3	-1
COc1cccc(CNCc2ccc(OC)c3ccccc23)c1OC	8	-6	3	5	5	-0.4	2	-3	4	-4
COC(=O)C1C(c2ccccc2)C(C(=O)O)C1c1ccccc1 (centres undefined)	2	6	-3	6	-6	0.2	-2	6	0	-3
Cc1ccc2c(c1)N(C(=O)CCC(=O)N1CCOCC1)CCO2	10	2	5	-3	9	-0.1	-2	-1	-1	0
COC[C@H]1CCCN1c1ccc2c(c1)O[C@H]1CCN(C1)S2(=O)=O	2	0	-6	.	-5	0.1	1	0	4	6
O=C1CC(C(=O)NC2CCCCC2)C(c2ccccc2)O1 (centres undefined)	1	2	2	-2	3	0.1	-3	-1	7	-2
CCOc1cc(C(=O)N(C)c2ccccc2)cc(OCC)c1OCC	5	0	3	-6	-1	0.3	4	0	4	3
CCNC(=O)/N=C1/NC(=O)C(C(C)C)O1 (centres undefined)	4	2	-3	5	1	0.7	6	-1	-1	-1
COCC1CCN(C(=O)C2CCC(=O)N(C3CCCC3)C2)CC1 (centres undefined)	-5	6	0	6	-8	-0.5	-5	3	-3	2
CCc1ccc([C@@H]2CC(=O)[C@@H]3CN(S(=O)(=O)c4ccccc4C)[C@H](c4ccc(Cl)cc4)C[C@@H]3N2S(=O)(=O)c2ccc(C)cc2)cc1	7	6	0	2	-2	-0.6	-14	0	-3	-6
CCN(CC)CCCN1C=C2C(=O)C(C)(OC(=O)CCC(=O)OC)C(=O)C(Br)=C2C=C1c1ccc(OC)cc1 (centres undefined)	9	-6	-6	8	-3	4.0	3	0	3	3
COc1ccc(-n2c(-c3ccccc3)c[n+]3c2CCC3)cc1	0	1	-3	-6	0	0.5	-7	0	0	1
O=C(O)CCN1C(=O)C2CCCCC2C1=O (centres undefined)	-6	-6	6	1	3	-0.1	4	-1	-4	-1
Cc1nn(CC2CC2)c(=O)n1-c1ccccc1F	0	-7	5	6	6	-0.1	1	-3	0	0
Cc1ccc(S(=O)(=O)N(C)c2ccc(C(=O)N3CCc4ccccc4C3)cc2)cc1	3	1	-2	3	4	0.4	-1	1	2	-3
COc1cccc(C(=O)OCC(=O)N2CCC(Cc3ccccc3)CC2)c1OC	-1	-6	2	-4	-6	0.4	0	0	1	-5
O=C(Nc1ccc(Cl)cc1)Nc1ccc(C(=O)N2CCOCC2)cc1	-1	2	0	-4	-1	-0.1	-2	-1	5	-1
Cc1ccc(C(=O)c2cc([N+](=O)[O-])ccc2N2CCCCC2)c(C)c1	-4	0	-2	2	2	0.0	2	0	2	0
CSc1ccccc1C(=O)NCc1ccc(S(N)(=O)=O)cc1	7	-2	3	4	-2	-0.5	1	-1	-2	0
Cc1ccc(S(=O)(=O)CC(=O)N(C)C)cc1	4	4	7	7	-11	-0.1	3	6	-1	0
CCCCn1c(=O)c(CC(C)=O)nc2ccccc21	-10	2	-8	-2	-2	0.9	-7	-6	9	3
Cc1cc(C(=O)COC(=O)/C=C/c2ccc(F)cc2)c(C)n1C	-7	0	-3	-4	0	0.8	3	-1	0	1
CCOc1ccc(CN(CCO)CCO)cc1C(=O)OC	-5	6	2	0	-5	0.1	-4	3	-1	-2
COc1cc(NS(=O)(=O)c2ccc(NC(=S)NC(=O)C3CCCC3)cc2)nc(OC)n1	1	2	6	2	-2	0.1	-4	-1	-3	2
COc1cccc(CNCC(=O)Nc2ccc(N3CCOCC3)cc2)c1	11	0	-7	5	-4	0.2	3	-1	1	1
COc1ccc(/C=C/C(=O)OCC(=O)NCCC2=CCCCC2)cc1OC	2	0	-1	-5	2	-1.6	-10	-3	-6	4
Cc1nc(SCC(=O)Nc2ccc3c(c2)OCCO3)nc(C)c1C	8	-1	-4	3	4	-0.1	4	1	-6	5
COCCNc1nc(NCc2ccccc2OC)c2sccc2n1	-8	0	1	0	-3	-0.1	-2	1	0	0
Cn1nc(C(=O)Nc2cccc(C(F)(F)F)c2)ccc1=O	3	1	3	-1	-6	-0.4	-4	-1	-1	0
COc1ccc(/C=N/NC(=O)c2ccncc2)c(C(=O)O)c1OC	0	3	0	-5	-6	0.3	-6	2	-4	2
COc1cc2c(cc1OC)C(c1ccc(N(C)C)cc1)NCC2 (centres undefined)	6	2	6	-3	3	0.9	5	0	-4	-1
CN(C)c1ccc(/C=C2\C(=N)N3N=C(CC(=O)N4CCCC4)SC3=NC2=O)cc1Br	-1	2	-1	0	-2	-0.1	6	-2	7	0
COc1cccc(-c2ccc(NC(=O)C3CCCN(Cc4cnn(C(C)C)c4)C3)cc2)c1 (centres undefined)	8	1	0	5	-6	0.5	-2	-2	-1	-2
Cc1cc(NS(=O)(=O)c2ccc(NC(=O)c3ccc(Cl)cc3Cl)cc2)no1	-5	1	1	6	-3	-0.2	-2	-1	1	-2
COc1ccc(C2NC(=O)NC(C)=C2C(=O)OCc2ccc3c(c2)OCO3)cc1OC (centres undefined)	-14	6	4	-11	2	-0.2	-11	2	3	5
O=C(c1ccco1)N1CCN(C(c2ccc(F)cc2)c2nnnn2Cc2cccs2)CC1 (centres undefined)	1	-4	4	-5	4	0.8	1	-1	0	-2
NC(=O)c1ccccc1NS(=O)(=O)Cc1ccc(Cl)cc1	0	1	-5	7	-1	-3.0	4	-2	0	1
Cc1c(C(=O)NC(C)c2ccccn2)oc2c(Cl)cccc12 (centres undefined)	4	-5	-4	5	-6	0.3	2	-2	3	-8
CC1=C(C(=O)N2CCCCCC2)CC(CC(=O)NC2CCCCC2)C(=O)N1Cc1ccc(F)cc1 (centres undefined)	2	4	0	7	-2	0.6	-10	0	-2	-2
O=C(CN1CCc2ccccc2C1)NCc1ccco1	7	4	1	3	-5	-0.3	6	7	1	1
O=C(Nc1cccc(Cl)c1Cl)c1ccncc1	1	3	1	0	0	-0.1	1	1	1	-1
COc1cccc(N2CCN(CC(=O)Nc3ccc(SC(F)F)cc3)CC2)c1	1	8	4	-5	0	0.2	12	5	-1	3
Cc1ccc(C(=O)C2C(=O)C3CCC2C3)cc1 (centres undefined)	10	-4	1	5	-1	0.4	-2	2	2	-3
COc1cc(/C=N/NC(=O)c2c(-c3c(Cl)cccc3Cl)noc2C)ccc1OCC(N)=O	-4	-2	-1	0	-2	0.0	-3	1	2	0
CCc1nc2c(OCc3ccc(C#N)cc3)cccn2c1N(C)C(=O)c1cccs1	-11	-2	-14	3	-3	0.1	1	-2	3	-4
CC(C)CNC(=O)C1Nc2ccc(OC(F)(F)F)cc2C2C=CCC12 (centres undefined)	3	4	-1	-8	1	0.7	4	-1	1	14
CCCCn1c(N)c(N(Cc2ccccc2OC)C(=O)c2ccc(N3CCCC3=O)cc2)c(=O)[nH]c1=O	-9	1	1	0	-2	-0.1	8	7	-5	7
O=C(Nc1ccccc1)Nc1cccc(-c2cn3cccnc3n2)c1	0	4	3	-1	-6	1.4	-20	1	0	6
CSc1ccccc1NC(=O)c1cc(-c2ccc3c(c2)OCO3)on1	-17	2	-2	1	-5	-0.6	-2	1	3	0
CC(C)(C)c1ccc(S(=O)(=O)NNC(=O)c2cc3ccccc3[nH]2)cc1	-11	0	0	-4	-3	-0.2	-6	2	-4	5
COc1ccccc1C(=O)Nc1cc(Cl)ccc1O	-2	5	3	-2	-4	1.0	1	-2	-3	4
CCOC(=O)c1c(C)[nH]c(C(=O)OCc2ccc(C)cc2)c1C	-9	-1	4	7	4	-0.1	-13	-3	-2	-3
Cc1ccc(NC2(c3nnnn3-c3c(C)cccc3C)CCCCC2)cc1	-1	-4	4	5	3	0.2	6	1	2	-6
CC(C)(C)c1ccc(-n2ncc3c2CCCC3NC(=O)c2csnn2)cc1 (centres undefined)	-3	2	-1	3	5	0.1	1	0	4	-2
CCOc1ccccc1CN1CCNC(=O)C1CC(=O)NCc1ccccn1 (centres undefined)	8	-5	2	0	-7	0.7	1	-4	4	-7
Cc1nc(NC(=O)c2cccnc2Cl)sc1C	13	-6	-1	-1	-7	0.9	13	3	1	0
Cc1cc(Cl)c2oc(C(=O)N(CCO)Cc3ccccc3)c(C)c2c1	-6	10	-3	-6	-1	0.4	-4	3	7	2
CN(Cc1ccc(F)cc1)C(=O)c1cccc(NS(=O)(=O)c2ccccc2)c1	7	0	0	-3	1	0.7	8	-3	2	0
CC(C)(C)OC(=O)N[C@@H](Cc1ccccc1)c1nnc(SCC(=O)c2ccc(Cl)cc2)o1	-8	4	5	0	6	0.4	10	-5	0	0
COc1ccc(-c2cc(C(=O)O)c3sc(N4CCCCC4)nc3n2)cc1OC	10	-4	4	-4	-7	3.5	-6	0	3	-1

Given with values under each structure: part of the list above.
The line under a structure holds: TDP2 inh | MBD2 DNA inh | DDE Tn7 FP inh | TCR CD3 inh | DDE Tn6 FP inh | KLK7 zymogen act | SIAE inh | UHRF1 binding | LEDGF integ inh | PRMT1 inh
- Cc1nc(NC(=O)c2cccnc2Cl)sc1C
→ 13 | -6 | -1 | -1 | -7 | 0.9 | 13 | 3 | 1 | 0
- Cc1cc(Cl)c2oc(C(=O)N(CCO)Cc3ccccc3)c(C)c2c1
→ -6 | 10 | -3 | -6 | -1 | 0.4 | -4 | 3 | 7 | 2
- CN(Cc1ccc(F)cc1)C(=O)c1cccc(NS(=O)(=O)c2ccccc2)c1
→ 7 | 0 | 0 | -3 | 1 | 0.7 | 8 | -3 | 2 | 0
- CC(C)(C)OC(=O)N[C@@H](Cc1ccccc1)c1nnc(SCC(=O)c2ccc(Cl)cc2)o1
→ -8 | 4 | 5 | 0 | 6 | 0.4 | 10 | -5 | 0 | 0
